Mac1 fbg inh = inhibitors of CD11b/CD18 adhesion to fibrinogen, primary screen, K562 cells, luminescence; AID 1497, 2009; inhibition, % at 10 µM; ATPlite luminescence; Mn2+ added to activate the integrin; 0.54% of 93,000 active; Integrin beta-2 (Homo sapiens) + Integrin alpha-M (Homo sapiens), P05107+P11215;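 active means primary inhibition of 50% or more at 10 µM, then 40% or more on retest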; further: some results filed as inactive read as strong as hits
Candida biofilm = clotrimazole potentiators killing Candida biofilms, primary screen, with clotrimazole, Alamar Blue. C. albicans biofilm + clotrimazole. inhibition, % at 6 µM. 0.14% of 85,000 active;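 active means inhibition above 20%; inactive means inhibition below 20%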;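 further: preformed 24 hr biofilms exposed to compound for 48 hr; 0% = biofilm without compound and 100% = blank killed by clotrimazole plus chlorhexidine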
sEH inhibitor = soluble epoxide hydrolase inhibitors, primary screen, biochemical, human sEH; Bifunctional epoxide hydrolase 2 (Homo sapiens), P34913; recombinant human sEH enzymatic activity assay; inhibition, % at 2 µM; 0.34% of 91,000 active; AID 707, 2007; in the data active means inhibition above about 80%; further: values of inactives mirror those of a sister screen read the other way; many of its hits are not listed in these tables
MT1-MMP txn act = MT1-MMP promoter reporter activation – cell-based, luciferase luminescence, primary screen. HT1080 MT1-MMP promoter luciferase reporter, overnight; stronger effect = higher value. activation factor at 10 µM. 0.16% of 86,000 active;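 active means activation factor of at least 2 for MT1-MMP transcription at 10 µM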
CD11b adhes enh = enhancers of CD11b/CD18 adhesion to fibrinogen, primary screen, K562 cells, luminescence | ATPlite luminescence | 0.07% of 93,000 active | AID 1499, 2009 | activation, % at 10 µM | Integrin beta-2 (Homo sapiens) + Integrin alpha-M (Homo sapiens), P05107+P11215;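 active means 10 µM primary screen giving 50% or more activity, confirmed by 40% or more on retest at that dose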; further: strong numbers were not always called active; reference of the scale not given here
ERa SRC1 pot = enhancers of ERα–SRC-1 coactivator binding, primary screen, biochemical, TR-FRET, ERα LBD, low estradiol; Estrogen receptor (Homo sapiens), P03372; 1.3% of 86,000 active; TR-FRET ERalpha-LBD/SRC-Cy5 coactivator binding, 2 h; 100 = basal binding, no effect; AID 639, 2007; coactivator binding (% of control), % at 25.6 µM; in the data active means activity above about 200%;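 further: binding measured in presence of low estradiol as agonist stimulus; 0% = peptide alone without receptor and 100% = receptor with peptide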
Target sequence (P03372 whole entry, looked up, the tested form may be a part): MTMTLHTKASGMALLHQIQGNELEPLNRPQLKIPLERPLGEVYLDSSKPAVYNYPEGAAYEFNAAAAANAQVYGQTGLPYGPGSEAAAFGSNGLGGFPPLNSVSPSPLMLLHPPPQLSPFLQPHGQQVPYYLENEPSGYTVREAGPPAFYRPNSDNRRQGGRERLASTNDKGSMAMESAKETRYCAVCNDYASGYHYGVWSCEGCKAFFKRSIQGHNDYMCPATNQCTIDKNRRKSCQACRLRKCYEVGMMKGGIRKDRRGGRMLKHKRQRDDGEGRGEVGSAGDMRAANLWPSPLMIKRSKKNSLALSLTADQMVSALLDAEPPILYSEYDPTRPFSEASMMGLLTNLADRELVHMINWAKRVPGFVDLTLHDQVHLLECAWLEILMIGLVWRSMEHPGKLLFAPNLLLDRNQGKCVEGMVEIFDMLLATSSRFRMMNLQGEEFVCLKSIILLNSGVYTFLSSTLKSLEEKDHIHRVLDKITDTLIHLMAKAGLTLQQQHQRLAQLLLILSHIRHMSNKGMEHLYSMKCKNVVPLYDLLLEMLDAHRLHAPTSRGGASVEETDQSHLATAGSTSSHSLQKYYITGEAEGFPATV
Smad3 inh = Smad3/FoxH1 peptide binding inhibitors, primary screen, biochemical, TR-FRET. inhibition, % at 25 µM. TR-FRET Smad3/Dy647-FoxH1 peptide binding, europium anti-His. Mothers against decapentaplegic homolog 3 (Homo sapiens), P84022. 0.29% of 88,000 active;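 active means compounds that reduce the energy-transfer binding signal between the protein and its labelled peptide by more than half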;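 further: 0% = Smad3 plus labelled peptide maximal FRET and 100% = peptide-only background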
ERb coact inh = inhibitors of ERβ-SRC1 coactivator interaction, primary screen, biochemical, TR-FRET, ERβ LBD, SRC-1 peptide. TR-FRET ER-beta LBD / SRC1-Cy5 peptide binding; receptor agonist-loaded with 1 µM estradiol. inhibition, % at 25.6 µM. 1.3% of 86,000 active. AID 633, 2007. Estrogen receptor beta (Homo sapiens), Q92731;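 active means compounds whose percent inhibition of the receptor-coactivator binding signal exceeds about 50% in the single-dose screen, limit read from the data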;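 further: 0% = receptor plus peptide wells without compound and 100% = peptide-only wells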
Target sequence (Q92731 whole entry, looked up, the tested form may be a part): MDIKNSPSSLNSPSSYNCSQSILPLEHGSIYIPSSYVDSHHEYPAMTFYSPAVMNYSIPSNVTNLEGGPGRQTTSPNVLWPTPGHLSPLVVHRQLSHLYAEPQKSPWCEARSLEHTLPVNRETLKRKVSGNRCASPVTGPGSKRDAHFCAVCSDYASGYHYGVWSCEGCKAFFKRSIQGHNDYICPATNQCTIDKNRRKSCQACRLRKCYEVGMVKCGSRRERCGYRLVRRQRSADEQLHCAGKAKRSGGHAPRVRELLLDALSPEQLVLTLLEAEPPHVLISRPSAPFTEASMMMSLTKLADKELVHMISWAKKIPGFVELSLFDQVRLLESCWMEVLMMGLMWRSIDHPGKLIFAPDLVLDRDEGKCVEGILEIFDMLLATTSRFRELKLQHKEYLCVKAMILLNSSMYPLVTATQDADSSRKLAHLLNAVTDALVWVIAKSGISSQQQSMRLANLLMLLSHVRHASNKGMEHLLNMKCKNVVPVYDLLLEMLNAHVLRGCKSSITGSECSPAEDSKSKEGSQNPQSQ
sEH activator = soluble epoxide hydrolase activators, primary screen, biochemical, human sEH; purified human sEH enzymatic activity, activator screen; activation, % at 2 µM; AID 717, 2007; 0.04% of 91,000 active; Bifunctional epoxide hydrolase 2 (Homo sapiens), P34913; in the data active means activation above about 37%; further: values of inactives mirror those of a sister screen read the other way
The depositor's hits bear a star; nt = not tested or not shown; [ ] = dose if it differs, or a comment.

SMILES	Mac1 fbg inh	Candida biofilm	sEH inhibitor	MT1-MMP txn act	CD11b adhes enh	ERa SRC1 pot	Smad3 inh	ERb coact inh	sEH activator
O=C(COC(=O)c1ccc(N2CCCC2=O)cc1)NCc1ccco1	-11	-2	nt	1.1	-3	123	6	-2	nt
Cn1c(SC/C=C/c2ccccc2)nnc1-c1cccs1	nt	-3	-11	1.1	nt	76[fluorescence artefact?]	-7	15[fluorescence artefact?]	11
Cc1cc(C)nc(Nc2n[nH]c(COc3ccccc3)n2)n1	-13	-2	nt	1	-4	104[fluorescence artefact?]	9	0	nt
CCCN(CCC)S(=O)(=O)c1ccc(NS(=O)(=O)c2ccc(F)cc2)cc1	35	-1	8	1.3	-4	103	-2	-7	-7
Cc1nc2sc(C(c3ccc(F)cc3)N3CCN(C(=O)c4ccco4)CC3)c(O)n2n1 (stereo unspecified)	8	2	nt	0.9	-2	102	-5	-7	nt
COCCn1c(SCC(=O)Nc2sccc2C(N)=O)nc2cc(Cl)ccc2c1=O	-12	7	-4	1.2	-2	97	-3	26	5
COc1cc(Cl)c(S(=O)(=O)NCCCN2CCOCC2)cc1Cl	7	7	-5	1	-3	109	-1	1	4
CCOc1ccc(NC(=O)COC(=O)c2cccnc2)cc1	-16	1	-5	1	2	134	8	0[fluorescence artefact?]	7
CCS(=O)(=O)c1ccc(NC(=O)c2ccccc2Cl)c(O)c1	-8	-2	4	1	-2	66[fluorescence artefact?]	-7	48[fluorescence artefact?]	-5
COC(=O)c1ccc(C)c(NC(=O)CCSc2ccccc2)c1	-2	nt	22	nt	9	nt	nt	nt	-20
O=C(CSc1nnc(-c2cccnc2)n1Cc1ccco1)N1c2ccccc2Sc2ccccc21	8	8	17	1.1	-2	102	0	0	-16
N#Cc1ccccc1CSc1nc(O)cc(=O)[nH]1	-8	7	-5	1	-8	121[fluorescence artefact?]	-6	0	2
CN(C)CC(C)(C)CNC(=O)c1cc(=O)c2ccccc2o1	-18	nt	-17	nt	-2	nt	nt	nt	18
O=C(OC1CCCCC1=O)c1cc(=O)c2ccccc2o1 (stereo unspecified)	-20	5	9	1.1	0	106[fluorescence artefact?]	7	11[fluorescence artefact?]	-10
COc1ccc(CSc2nc3ccccc3[nH]2)cc1	18	nt	8	nt	-6	nt	nt	nt	-5
COc1ccc(OC)c(NC(=O)c2c(NC(=O)c3ccco3)sc3c2CCC3)c1	-5	3	-1	1.1	-4	120	1	5	0
CCOC(=O)c1cc(-c2cc3ccccc3o2)nc2c1c(=O)[nH]c(=O)n2CCOC	-4	2	-2	1.2	8	111[fluorescence artefact?]	10	23	1
O=C(NCCc1ccccc1)c1ccco1	nt	6	-4	1.8	nt	108	7	-10	7
CCCNC(=O)Nc1cc(OCC)c(N2CCOCC2)cc1OCC	10	9	nt	1.2	0	92[fluorescence artefact?]	17[fluorescence artefact?]	2	nt
Cc1cccn2c(=O)c3cc(C(=O)NC4CCS(=O)(=O)C4)sc3nc12 (stereo unspecified)	-25	10	2	1.1	-1	89	-6	33[fluorescence artefact?]	2
O=C(CN1C(=O)c2ccccc2C1=O)c1ccccc1	-4	4	-14	1.2	2	118[fluorescence artefact?]	7	10	13
CCOC(=O)CSc1nnc(Cc2cc(=O)[nH]c(=O)[nH]2)n1-c1cccc(OC)c1	nt	6	nt	1.1	nt	95	4	-2	nt
CCOC(=O)C1CN(S(=O)(=O)c2ccc(C)cc2)C1	-4	nt	-8	nt	-2	nt	nt	nt	10
COc1cccc(C2C(C(=O)OCc3ccccc3)=C(C)Nc3ncnn32)c1OC (stereo unspecified)	-4	11	nt	1	-1	112	-4	-1	nt
CCCC(C)(C)NC(=O)CCCCC(=O)NC(C)(C)CCC	6	2	-3	1.1	-5	123	-6	12[fluorescence artefact?]	4
O=C(Nc1ccccn1)c1ccc(COc2ccccc2Cl)o1	nt	7	-3	1.5	nt	94[fluorescence artefact?]	3	1	6
Nc1c(Cl)cc2c(c1Oc1ccccc1)C(=O)c1ccccc1C2=O	-4	2	7	1.1	1	103[fluorescence artefact?]	14	9	-4
CCSc1nc2ccccc2n1S(=O)(=O)c1ccccc1	-6	10	8	1	-3	65	1	2	-6
COc1ccccc1-c1ccc(Nc2cccc(C(C)=O)c2)nn1	-35	-1	5	1.4	-1	121[fluorescence artefact?]	-9[fluorescence artefact?]	3[fluorescence artefact?]	-4
O=C(c1cccc(S(=O)(=O)N2CCCCC2)c1)N1CCCCC1	-39	-4	12	1	0	110[fluorescence artefact?]	-18	19	-9
CCn1c(=O)c2cc(C(=O)NCCN3CCOCC3)sc2c2ccccc21	-6	3	nt	1.1	2	95	1	1[fluorescence artefact?]	nt
CCOc1ccccc1NC(=S)/C(=C(\[O-])c1ccc2c(c1)OCCO2)[n+]1ccc(CC)cc1	-8	nt	4	nt	-1	nt	nt	nt	-3
CCCCNS(=O)(=O)c1ccc2nc(SCC(=O)c3ccc(C#N)cc3)[nH]c2c1	-3	-2	nt	1.2	-5	279*	2	7[fluorescence artefact?]	nt
O=C(O)CCC(=O)N(Cc1cccnc1)Cc1cccc(F)c1	8	5	-10	1.4	-5	116	8	7	8
CC(=O)[C@H]1[C@H](C#N)C[C@H]2[C@@H]3CC=C4C[C@@H](O)CC[C@]4(C)[C@H]3CC[C@@]21C	nt	8	nt	1.2	nt	116	-6	3	nt
CCCCCn1c(=O)c(F)cn(Cc2ccc(OC)c([N+](=O)[O-])c2)c1=O	-15	nt	19	nt	-2	nt	nt	nt	-17
Cc1cccc(NC(=S)NC(NC(=O)c2ccco2)C(Cl)(Cl)Cl)c1 (stereo unspecified)	-12	7	1	1.1	2	65	1	-18	1
O=C(C1CCN(S(=O)(=O)c2ccccc2)CC1)N1CCOCC1	3	3	6	1.1	2	118[fluorescence artefact?]	2	1[fluorescence artefact?]	-8
Cc1nc(NC(=O)C2CC3CCCC(C2)C3=O)sc1C (stereo unspecified)	11	7	-5	1.6	4	110	8	-4	3
CCOC(=O)c1cc(C#N)c(SCC(=O)c2cc(C#N)c(SC)nc2C)nc1C	21	3	nt	1.1	2	288*	-5[fluorescence artefact?]	32[fluorescence artefact?]	nt
O=C(NCCN1CCOCC1)c1ccc(CS(=O)(=O)Cc2ccccc2F)o1	-3	5	8	1.3	2	121	7	-14	-7
CCC(C)[C@H](NC(=O)NCCCN1CCOCC1)C(=O)OC (stereo partly specified)	-4	nt	-11	1.1	2	131	-1	-4	10
N=c1ncn(CC(O)CO)c2nc(N3CCOCC3)[nH]c12 (stereo unspecified)	-6	nt	0	nt	-3	nt	nt	nt	-2
O=C1NC2=C(CCc3ccccc32)C(c2ccc(Br)cc2)N1 (stereo unspecified)	4	6	2	1.2	-2	71[fluorescence artefact?]	-3	0	-5
CCOC(=O)c1c(C(C)(C)C)oc2ccc(OCC#N)cc12	2	-5	3	1	1	102[fluorescence artefact?]	-12	4[fluorescence artefact?]	-3
COc1ccc(-c2nnc(SCC(=O)Nc3cc(C)on3)n2C)cc1OC	-31	nt	-9	1.1	5	nt	nt	nt	11
O=C(Cc1ccc2cccnc2c1)c1ccc(O)cc1O	19	0	2	1.2	-2	109	-1	0	1
c1ccc(-n2c(-c3ccncc3)nnc2-c2ccco2)cc1	-7	11	-15	1	-2	103	7	-28[fluorescence artefact?]	13
CCCc1cc(C(=O)Nc2sc(C)c(CC)c2C#N)no1	18	1	nt	1.1	1	95	-3	-1	nt
Cn1c(NCc2ccco2)nc2c1c(=O)n(Cc1ccc(Cl)cc1Cl)c(=O)n2C	7	9	-2	1.1	1	100	0	11	1
CCOC(=O)C1C(=O)CC(C)(O)C(C(=O)OCC)C1c1cccc(OC)c1 (stereo unspecified)	-9	2	-3	1.3	-3	113	0[fluorescence artefact?]	-13	1
Cc1ccc(S(=O)(=O)N2C(=O)CCC2C(=O)Nc2ccc3c(c2)OCCO3)cc1 (stereo unspecified)	-13	8	-4	1.1	0	113	-21	-4	5
COC(=O)CSc1nc2c(c(=O)n(C)c(=O)n2C)n1CCC(C)C	-7	4	nt	1	0	91	8	3[fluorescence artefact?]	nt
COC(=O)c1noc(-c2ccc(C)cc2)n1	-22	-1	4	1.1	-2	109	1	-2[fluorescence artefact?]	-5
O=C(NCCN1CCN(C(=O)c2cccs2)CC1)C(=O)Nc1ccc(Br)cc1	-4	4	9	1	0	103	4	0	-6
O=C(NCC(=O)N(Cc1cccs1)C(C(=O)NC1CCCCC1)c1ccncc1)c1ccco1 (stereo unspecified)	nt	2	3	1.3	nt	98	-2	-4	0
O=S(=O)(Nc1cccc(C(F)(F)F)c1)c1cnc[nH]1	-12	5	nt	1.1	3	126[fluorescence artefact?]	11	4[fluorescence artefact?]	nt
Nc1nc(Nc2cccc3ccccc23)nc(C2CCCC2=O)n1 (stereo unspecified)	-33	2	nt	1.1	8	261*[fluorescence artefact?]	-10	36[fluorescence artefact?]	nt
NS(=O)(=O)c1ccc(CCNc2nc(CN3CCCCC3)nc3sc4c(c23)CCC4)cc1	13	5	7	0.9	37	89	-11	-1	-10
O=S(=O)(O)c1nc2ccccc2n1Cc1ccccc1	1	8	12	1.1	1	100	12[fluorescence artefact?]	63*	-9
(list continues)
SMILES	Mac1 fbg inh	Candida biofilm	sEH inhibitor	MT1-MMP txn act	CD11b adhes enh	ERa SRC1 pot	Smad3 inh	ERb coact inh	sEH activator
CCOc1cccc(/C(O)=C2/C(=O)C(=O)N(Cc3ccco3)C2c2ccncc2)c1 (stereo unspecified)	nt	6	-9	0.9	nt	99	4	1	9
Cc1nc(N2CCOCC2)nc2c1CCCC2	-6	6	6	1.2	2	111	-16	-4	-8
CCOCC(=O)Nc1nnc(C2CCCCC2)s1	nt	5	9	1.4	nt	100	3	-6	-6
O=S(=O)(c1ccc2c(c1)OCCO2)N1CCC(c2nc3ccc(Cl)cc3[nH]2)CC1	53	-1	nt	0.9	-6	91	-2	-3	nt
COc1ccc(-n2c(-c3ccco3)n[nH]c2=S)cc1	-2	2	2	1.1	-3	79	9[fluorescence artefact?]	3	-2
COc1ccc(N2CCN(C(=O)CCCOc3cc(=O)n(C)c4ccccc34)CC2)cc1	-5	10	7	1	4	105	9	-35	-8
O=C(O)C(c1ccccc1)C1(O)CCCC1 (stereo unspecified)	-8	0	18	1.2	4	107	11	-10	-17
CC1CCCCN1C(=O)CSc1nc(N)cc(=O)[nH]1 (stereo unspecified)	1	nt	-8	nt	-3	nt	nt	nt	6
Cc1c(N=C2NC(=O)C(CC(=O)Nc3ccc(Cl)cc3)S2)c(=O)n(-c2ccccc2)n1C (stereo unspecified)	-13	-5	-4	1	0	97	-9	-7	7
CCCC(=O)NCCc1ccc(S(N)(=O)=O)cc1	-12	3	-2	1.2	2	93	-2	-4	1
Cc1ccccc1OCC(=O)Nc1ccc2c(c1)OCO2	9	4	27	1.7	0	108	10	2	-27

Records above printed as active in ERa SRC1 pot:
canonical_smiles	Mac1 fbg inh	sEH inhibitor	MT1-MMP txn act	CD11b adhes enh	ERa SRC1 pot	Smad3 inh	ERb coact inh	sEH activator
CCCCNS(=O)(=O)c1ccc2nc(SCC(=O)c3ccc(C#N)cc3)[nH]c2c1	-3	nt	1.2	-5	279*	2	7[fluorescence artefact?]	nt
CCOC(=O)c1cc(C#N)c(SCC(=O)c2cc(C#N)c(SC)nc2C)nc1C	21	nt	1.1	2	288*	-5[fluorescence artefact?]	32[fluorescence artefact?]	nt
Nc1nc(Nc2cccc3ccccc23)nc(C2CCCC2=O)n1 (stereo unspecified)	-33	nt	1.1	8	261*[fluorescence artefact?]	-10	36[fluorescence artefact?]	nt

The list is partial; rates above refer to the full screens.
